Screening results (PubChem)
FUS yeast rescue – FUS proteinopathy suppression in yeast | Potency, µM (series often up to 76.6 µM), without a hit: top-dose growth rescue (activation), usual class: activators | S. cerevisiae FUS-expressing, growth rescue, OD600, 24 h | AID 1347120 | 390,000 tested, 0.24% active;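 also: potency is read from the fitted curve at half-maximal effect; plate controls were DMSO vehicle for no effect and reference control for full effect; nearly all actives have a fitted effect of over 55% in size; some results filed as inactive show a strong effect at the top dose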
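Galactose (2%) drives FUS expression in yeast precultured in raffinose; seeding density OD 0.005. Test compounds incubated 24hr at 30C and 99% humidity before absorbance at 600 nm was measured.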
GLP1R ag – activates the human GLP-1 receptor. P43220. HEK293 GLP-1R CRE-luciferase, luminescence, 4-6 h; cells express a hypersensitive GLP-1R form. Potency, µM (series often up to 45.6 µM), without a hit: at the highest dose activation, usual class: activators. 380,000 tested, 0.007% active. AID 624172; also: potency is read from the fitted curve at half-maximal effect; % of control where 0% means no effect
Target sequence (P43220 whole entry, looked up): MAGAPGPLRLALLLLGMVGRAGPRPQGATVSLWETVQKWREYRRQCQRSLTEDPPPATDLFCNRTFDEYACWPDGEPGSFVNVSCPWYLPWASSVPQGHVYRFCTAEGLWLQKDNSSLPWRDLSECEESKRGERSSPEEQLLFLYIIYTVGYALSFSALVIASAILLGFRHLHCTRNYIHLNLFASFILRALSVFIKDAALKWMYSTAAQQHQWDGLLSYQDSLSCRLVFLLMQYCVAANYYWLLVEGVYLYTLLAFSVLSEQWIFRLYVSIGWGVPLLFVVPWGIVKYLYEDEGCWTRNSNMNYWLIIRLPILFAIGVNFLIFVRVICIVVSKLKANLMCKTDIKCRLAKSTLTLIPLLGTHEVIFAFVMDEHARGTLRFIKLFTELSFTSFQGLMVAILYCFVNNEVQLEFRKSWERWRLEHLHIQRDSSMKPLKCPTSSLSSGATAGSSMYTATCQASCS
D3 antag – blocks the human D3 dopamine receptor | AID 652054 | 360,000 tested, 2.5% active | max response, negative = inhibition, % | D3R cells, DiscoveRx beta-arrestin luminescence, antagonist mode; stronger effect = lower value | P35462; in the data active = max response below about -50%; inconclusive = no clear call, values can overlap the other calls; also: % is scaled to controls: 0 for no effect and ±100 for the full control effect; mostly tested at two doses, the higher about 12 µM
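Cells plated overnight at 1500 cells/well, then exposed to library compounds with dopamine controls for 90 minutes at 37 degrees C. DiscoveRx reagent added for 30–60 minutes at room temperature; luminescence read, quantitative HTS format.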
pAkt inh – blocks phosphorylation of Akt | AID 651550 | Neuro2A IGF-stimulated pAkt S473 HTRF, 20 min; stronger effect = lower value | activity change, % for hits at 50 µM | 360,000 tested, 0.32% active; in the data active = activity change below about -80%; inconclusive = mostly about -51% to -80%; also: % is scaled to controls: 0 for no effect and ±100 for the full control effect
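Neuro2A cells in DMEM with 0.5% FBS, overnight at 37 deg C, given compound at single 50 µM final, then IGF (6 nM final) for 20 min at 37 deg C. Lysed; phospho-Akt Ser473 by HTRF after 24 h, 665/615 ratio.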
PTHR1 ag – PTHR1 (human) receptor agonism. Potency, µM (top dose mostly 115 µM), for inactives: top-dose activation, most hits filed as activators. 410,000 tested, 0.075% active. Q03431. HEK293 GP2 PTHR1 cells, GloSensor cAMP luminescence, 1 h. AID 743266; also: potency is read from the fitted curve at half-maximal effect; nearly all actives have a fitted effect of over 55% in size; some results filed as inactive show a strong effect at the top dose; inactives centre near -15; many of its hits are not listed in these tables
Target sequence (Q03431 whole entry, looked up): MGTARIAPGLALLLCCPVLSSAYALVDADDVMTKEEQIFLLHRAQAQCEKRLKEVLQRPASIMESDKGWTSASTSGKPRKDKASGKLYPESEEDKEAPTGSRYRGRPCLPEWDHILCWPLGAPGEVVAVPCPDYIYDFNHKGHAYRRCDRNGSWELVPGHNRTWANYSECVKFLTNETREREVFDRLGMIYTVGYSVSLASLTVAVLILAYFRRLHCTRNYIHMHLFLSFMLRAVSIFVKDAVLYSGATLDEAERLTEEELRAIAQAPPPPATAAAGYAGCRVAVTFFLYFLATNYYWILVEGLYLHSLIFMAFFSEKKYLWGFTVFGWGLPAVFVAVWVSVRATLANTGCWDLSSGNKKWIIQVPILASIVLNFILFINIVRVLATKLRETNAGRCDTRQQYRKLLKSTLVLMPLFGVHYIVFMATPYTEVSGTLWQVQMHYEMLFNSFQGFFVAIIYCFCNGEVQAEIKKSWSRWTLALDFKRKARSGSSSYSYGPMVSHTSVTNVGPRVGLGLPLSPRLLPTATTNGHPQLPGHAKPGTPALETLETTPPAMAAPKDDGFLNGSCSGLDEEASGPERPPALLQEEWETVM
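HEK-293-derived GP2 cells expressing PTHR1 and a GloSensor cAMP reporter, 3,000/well, plated overnight, given luciferin plus IBMX (each 0.5 mM as added) for 1 h at 37 °C, then compound for 1 h at 37 °C. Luminescence was read after 15 min at room temperature.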
TDP-43 yeast inh – inhibitors of TDP-43 toxicity in yeast | TDP-43 expressing yeast growth rescue, BacTiter-Glo, 24 h | Potency, µM (highest dose often 46.1 µM), for the others: at the top dose growth rescue (activation), hits mostly activators | 410,000 tested, 1.8% active; also: potency is read from the fitted curve at half-maximal effect; % of control where 0% means no effect; nearly all actives have a fitted effect of over 50% in size
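Cell-based yeast growth screen: TDP-43 expression induced in galactose, inoculum OD600=0.02 after raffinose pregrowth to mid-log. Read-out BacTiter-Glo luminescence at 24 hr, 30 deg C; inhibition of toxicity seen as signal increase.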
Abeta rescue – restores growth of yeast expressing A-beta42 peptide. 410,000 tested, 0.063% active. yeast expressing A-beta42, growth rescue, OD600, 48 h; response scale: 0% DMSO, 100% iron-clioquinol control. Potency, µM (series often up to 46.1 µM), for inactives: top-dose growth rescue, actives largely listed as activators; also: potency is read from the fitted curve at half-maximal effect; nearly all actives have a fitted effect of over 55% in size
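Growth rescue measured by 600 nm absorbance after 48 h yeast culture at 30 C with compound. Values normalized between DMSO and an equimolar ferric chloride plus clioquinol control.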
aSyn yeast inh – inhibitors of alpha-synuclein toxicity in yeast; Potency, µM (titrated, usually from 46.1 µM), without a hit: at the highest dose growth rescue (activation), hits mostly activators; Yeast expressing alpha-synuclein, growth rescue, BacTiter-Glo, 24 h; AID 652106; 370,000 tested, 0.14% active; also: potency is read from the fitted curve at half-maximal effect; % of control where 0% means no effect; nearly all actives have a fitted effect of over 65% in size
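Galactose-induced alpha-syn yeast (OD600=0.02, raffinose-pregrown) + pinned cpd, 24 hr, 30 deg C; growth by BacTiter-Glo luminescence. Growth restoration scores as activation.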
GLP1R inv ag – acts as inverse agonist at human GLP-1 receptor. Potency, µM (titrated, usually from 38.3 µM), for the others: at the highest dose activity change, negative = inhibition, most hits filed as inhibitors. P43220. HEK293 GLP-1R CRE-luciferase, luminescence, 24 h; GLP-1R form is constitutively active. 410,000 tested, 1.6% active; also: potency is read from the fitted curve at half-maximal effect; % is scaled to controls: 0 for no effect and ±100 for the full control effect; nearly all actives have a fitted effect of over 55% in size
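Assay principle: reduced luminescence from a cAMP-responsive reporter in HEK293 cells co-expressing a constitutively active GLP-1R. Conditions: 24 hr compound incubation, 37 deg C, 5% CO2.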
* = called active by the depositor; i = inactive; ? = inconclusive; nt = not tested or not shown; [ ] = remark or other dose. Unless noted, calls follow the shape of the dose curve; as a rule, active = well fitted curve in the direction sought with a large enough effect; inconclusive = small, poorly fitted or top-dose-only effect, or another doubt; inactive = no such curve, though single readings can be large; an effect the other way counts as inactive or inconclusive. A portion of the library; rates above refer to the full screens.

nr	structure	FUS yeast rescue	GLP1R ag	D3 antag	pAkt inh	PTHR1 ag
1	O=C(CCCc1c[nH]c2ccccc12)N1CCOCC1	11%	5%	-11	i	i
2	FC(F)(F)c1cccc(-c2nc(-c3ccncc3)no2)c1	9%	5%	-24	i	i
3	O=C(CCc1nnc2n(Cc3ccccc3Cl)c(=O)c3ccccc3n12)Nc1ccc(F)c(F)c1	14%	nt	nt	nt	i
4	COc1ccc(NC(=O)CSc2n[nH]c(=O)n2Cc2ccccc2)cc1Cl	13%	27%	2	i	-20%
5	O=C(NCCC1CCCCN1S(=O)(=O)c1ccc(Cl)cc1)C(=O)NCCN1CCOCC1 (configuration not stated)	-11%	-1%	13	i	-19%
6	COc1ccc(C(CCN2CCOCC2)c2c(OC)cc(OC)c3c(-c4ccccc4)cc(=O)oc23)cc1 (configuration not stated)	29%	15%	9	i	i
7	CCN1CNC(=S)N(CCc2ccccc2)C1	13%	4%	-10	i	i
8	C[N+](C)(C)CCCCCCC(=O)/C=N/O	-15%	0%	-30	i	-1%
9	CNC(=O)c1c2c(nc3ccc(Br)cc13)CCCC2	3%	30%	7	i	i
10	O=S(=O)(Cc1ccccc1)NCC1CCCO1 (configuration not stated)	11%	11%	-13	i	16%

nr	TDP-43 yeast inh	Abeta rescue	aSyn yeast inh	GLP1R inv ag
1	-9%	4%	-1%	3%
2	?	-7%	-4%	49%[activator]
3	21%	-12%	nt	0%
4	11%	-7%	1%	-15%
5	10%	-10%	0%	12%
6	-7%	-14%	4%	?
7	?	12%	21%	-13%
8	-6%	-12%	-11%	11%
9	-8%[0.397 µM]	4%	0%	?
10	-24%	-8%	-2%	0%

Reformatted as labelled records: 2 of the compounds above
[6] COc1ccc(C(CCN2CCOCC2)c2c(OC)cc(OC)c3c(-c4ccccc4)cc(=O)oc23)cc1 (configuration not stated)
  FUS yeast rescue = 29%	GLP1R ag = 15%	D3 antag = 9	pAkt inh = i	PTHR1 ag = i	TDP-43 yeast inh = -7%	Abeta rescue = -14%	aSyn yeast inh = 4%	GLP1R inv ag = ?

[3] O=C(CCc1nnc2n(Cc3ccccc3Cl)c(=O)c3ccccc3n12)Nc1ccc(F)c(F)c1
  FUS yeast rescue = 14%	GLP1R ag = nt	D3 antag = nt	pAkt inh = nt	PTHR1 ag = i	TDP-43 yeast inh = 21%	Abeta rescue = -12%	aSyn yeast inh = nt	GLP1R inv ag = 0%

The list goes on:
nr	structure	FUS yeast rescue	GLP1R ag	D3 antag	pAkt inh	PTHR1 ag
11	COc1cc(C)c(Br)cc1S(=O)(=O)NCCN1CCOCC1	5%	11%	4	i	-4%
12	NC(=O)C1CCN(CC(=O)Nc2cccnc2Cl)CC1	23%	-1%	-7	i	i
13	CCOc1ccc(CCNC(=O)c2nc(-c3cccc(F)c3)n3c2CCCCC3)cc1OCC	?	nt	nt	nt	-24%
14	O=C(O)CCSc1nnnn1-c1ccccc1	0%	4%	-14	i	21%[57.5 µM]
15	CC1CCc2c(sc(NC(=O)C3c4ccccc4Oc4ccccc43)c2C(N)=O)C1 (configuration not stated)	nt	-4%	-3	i	i
16	CCOC(=O)C1CCN(C(C(=O)Nc2ccc3c(c2)OCCO3)c2ccccc2)CC1 (configuration not stated)	6%	3%	-16	i	i
17	O=C(NCCc1ccc(Cl)cc1)c1ccc(CS(=O)(=O)Cc2ccc(Cl)cc2)o1	-1%	nt	nt	nt	i
18	CCc1cccc(NS(=O)(=O)c2ccc3c(c2)oc(=O)n3C)c1	nt	3%	6	i	-32%[inhibitor]
19	O=C(NCCCN1CCN(c2ccccc2)CC1)Nc1ccccc1C(F)(F)F	-5%	-4%	?	i	i
20	COc1cccc(NC(=O)COC(=O)/C=C/c2ccc(Cl)cc2Cl)c1	nt	-2%	0	i	i

nr	TDP-43 yeast inh	Abeta rescue	aSyn yeast inh	GLP1R inv ag
11	-15%	18%	-5%	4%
12	-20%	-2%	-11%	2%[7.66 µM]
13	18µM*	-17%	nt	?
14	-42%[inhibitor]	-7%	-3%	19%
15	5%	0%	-2%	-1%
16	0%	7%	1%	?
17	11%	-13%	nt	-5%
18	?	-3%	8%	-29%
19	-3%	24%	1%	-41%
20	16%	-5%	-12%	-6%

New compounds follow.
nr	structure	FUS yeast rescue	GLP1R ag	D3 antag	pAkt inh	PTHR1 ag
21	CCC1(c2ccc(F)cc2)NC(=O)N(CC(=O)Nc2ccccc2Cl)C1=O (configuration not stated)	3%	9%	5	i	-2%
22	Cc1nc(CS(=O)(=O)c2ccccc2)cc(Sc2ccc(Cl)cc2Cl)n1	17%	-3%	6	i	-17%
23	COc1cc(C(=O)OC2CCOC2=O)c([N+](=O)[O-])cc1OC (configuration not stated)	14%	-1%	4	i	-12%
24	CC(=O)N1CCN(Cc2cc(=O)oc3cc(C)c(C)cc23)CC1	-25%	-5%	-80*	i	-14%
25	CCN(CC)C(=O)C1=C(C)N(CCCN2CCCC2=O)C(=O)C(CC(=O)NCc2cccs2)C1 (configuration not stated)	10%	-1%	18	i	-10%
26	O=C(Nc1ccc(Br)cc1)c1ccc(Br)c(S(=O)(=O)Nc2cccnc2)c1	nt	-12%	0	i	-44%[inhibitor]
27	CCn1c(SCc2ccc(F)cc2)nc2ccccc2c1=O	17%	20%	16	i	-6%
28	CCC(C)[C@H](NC(=O)C1CC(=O)N(c2ccc3c(c2)OCCO3)C1)C(=O)N1CCCCC1 (some centres not stated)	-7%	0%	7	i	i
29	Cn1sc(NC(=O)c2cccc(Cl)c2)nc1=O	13%	14%	38	i	-16%[57.5 µM]
30	CCOC(=O)N1CCN(C(=O)C2CCCN(S(=O)(=O)c3cccnc3)C2)CC1 (configuration not stated)	8%	2%	-10	i	-12%

nr	TDP-43 yeast inh	Abeta rescue	aSyn yeast inh	GLP1R inv ag
21	3%	-1%	?	?
22	13µM*	-13%	9%	?
23	-16%	1%	-2%	9%
24	28%	-12%	-9%	25%
25	11%	-11%	6%	17%
26	9%	8%	-1%	-10%
27	17%	-1%	8%	?
28	10%	9%	2%	2%
29	29%	-3%	5%	0%
30	9%	-12%	-1%	12%

Single records, from the list above:
CCN(CC)C(=O)C1=C(C)N(CCCN2CCCC2=O)C(=O)C(CC(=O)NCc2cccs2)C1 (configuration not stated) is entered as FUS yeast rescue: 10%; GLP1R ag: -1%; D3 antag: 18; pAkt inh: i; PTHR1 ag: -10%; TDP-43 yeast inh: 11%; Abeta rescue: -11%; aSyn yeast inh: 6%; GLP1R inv ag: 17%
CCOC(=O)N1CCN(C(=O)C2CCCN(S(=O)(=O)c3cccnc3)C2)CC1 (configuration not stated) is entered as FUS yeast rescue: 8%; GLP1R ag: 2%; D3 antag: -10; pAkt inh: i; PTHR1 ag: -12%; TDP-43 yeast inh: 9%; Abeta rescue: -12%; aSyn yeast inh: -1%; GLP1R inv ag: 12%

Additional records
nr	structure	FUS yeast rescue	GLP1R ag	D3 antag	pAkt inh	PTHR1 ag
31	COc1cc([N+](=O)[O-])c(OC)cc1SCc1n[nH]c(=S)n1-c1ccc(F)cc1	8%	0%	?	i	i
32	COc1ccc(CN2CCCN(CC(=O)Nc3ccc4c(c3)OCCO4)S2(=O)=O)cc1	13%	nt	nt	nt	i
33	CC(C)NC(=O)N(C)C[C@H]1Oc2cc(C#Cc3ccc(F)cc3)ccc2S(=O)(=O)N([C@H](C)CO)C[C@H]1C	37%	6%	10	i	i
34	COCCCn1c(SCC(=O)NNC(=O)c2cccc(O)c2)nnc1-c1ccncc1	12%	?	9	i	i
35	CCOC(=O)/C=c1\s/c(=C\c2ccc3cc(OC)ccc3c2)c(=O)n1CC(=O)NCc1ccc2c(c1)OCO2	22%	2%	?	i	i
36	Cc1nnc(SCC(=O)NC2CCC(C)CC2)s1 (configuration not stated)	nt	-13%	-10	i	-24%
37	O=C(NCC1CCCO1)C1CC(c2ccccc2Cl)=NO1 (configuration not stated)	27%	-5%	21	i	i
38	Cc1cccc2cc(C3CC(c4ccco4)=NN3S(C)(=O)=O)c(Cl)nc12 (configuration not stated)	34%	20%	2	i	-9%
39	COc1ccc(CNC(=O)CN(C)c2nn3c(=O)cc(C)nc3s2)cc1	-16%	nt	nt	nt	i
40	CCOc1cc2[nH]c(=S)n(CC3CCCO3)c(=O)c2cc1OCC (configuration not stated)	20%	0%	18	i	-18%[57.5 µM]

nr	TDP-43 yeast inh	Abeta rescue	aSyn yeast inh	GLP1R inv ag
31	0%	-7%	-6%	2%
32	?	-4%	nt	-7%
33	29%	-5%	9%	?
34	11%	10%	-7%	2%
35	-7%	-7%	-1%	11%
36	17%	0%	-6%	6%
37	-42%[inhibitor]	1%	-5%	4%
38	?	12%	12%	-15%
39	21%	-8%	nt	6%
40	23%	12%	-4%	0%

Remaining list, next part
nr	structure	FUS yeast rescue	GLP1R ag	D3 antag	pAkt inh	PTHR1 ag
41	CCc1nc2c(OCc3ccc(C#N)cc3)cccn2c1N(C)C(=O)C(C)C	-8%	15%	0	i	i
42	Cc1ccc(-c2cc(-c3coc4ccccc4c3=O)c3c(n2)-c2ccccc2OC3)cc1	2%	-1%	nt	nt	-38%[inhibitor]
43	CCOC(=O)N1CCC(NC(=O)CCc2c(C)nc3ncnn3c2C)CC1	8%	0%	4	i	-2%[57.5 µM]
44	COc1ccc(CCNC(=O)CCCNC(=O)Cn2cnc3sc(C)c(C)c3c2=O)cc1OC	-1%	11%	18	i	-15%
45	CCn1cc(Br)c(C(=O)NC(=S)Nc2ccc(C(=O)OC)cc2)n1	-7%	-1%	-12	i	i

nr	TDP-43 yeast inh	Abeta rescue	aSyn yeast inh	GLP1R inv ag
41	19%	-11%	-5%	12%
42	12%	-9%	nt	3%
43	-7%	-7%	-9%	0%
44	0%	7%	4%	-11%
45	2%	-2%	2%	1%
